From PubChem BioAssay
proCasp3 act: activates human procaspase-3. P42574. recombinant procaspase-3 D3A, Ac-DEVD-pNA absorbance 405 nm. activation, % at 8.5 µM. actives 0.11% (n = 330,000). AID 463141;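 active means activation above the mean of all tested compounds plus 3 SD, cut at about 21% in these data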;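 further: 0% = DMSO alone and 100% = DMSO wells spiked with extra 5 µM PC-3 D3A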
Target sequence (P42574 whole entry D9A/D28A/D175A): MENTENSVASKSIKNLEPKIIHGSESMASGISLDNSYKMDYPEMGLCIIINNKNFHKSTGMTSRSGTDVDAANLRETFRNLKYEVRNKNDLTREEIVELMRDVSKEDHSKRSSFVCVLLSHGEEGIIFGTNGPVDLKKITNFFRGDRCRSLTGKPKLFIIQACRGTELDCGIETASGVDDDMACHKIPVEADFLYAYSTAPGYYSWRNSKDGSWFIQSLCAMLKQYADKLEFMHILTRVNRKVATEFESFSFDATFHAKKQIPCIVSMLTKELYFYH
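Assay system – Procaspase-3 D3A mutant, all three cleavage aspartates alanine · Controls – DMSO-only low control, 5 µM PC-3 D3A high control · Schedule – 1 h compound preincubation, 2 h substrate hydrolysis at 25 °C · Signal – 405 nm absorbance of p-nitroaniline, reads at 0 and 120 min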
PP5 primary: inhibitors of human protein phosphatase 5 (PP5); inhibition, % at 6.7 µM; P53041; AID 1987; actives 0.18% (n = 320,000); purified PP5c, OMFP substrate fluorescence;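 active means inhibition above the campaign's mean inhibition across all tested compounds plus 3 SD, cut at about 9.5% in these data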;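 further: 0% = DMSO only and 100% = 100 µM cantharidin control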
Target sequence (P53041 whole entry, looked up): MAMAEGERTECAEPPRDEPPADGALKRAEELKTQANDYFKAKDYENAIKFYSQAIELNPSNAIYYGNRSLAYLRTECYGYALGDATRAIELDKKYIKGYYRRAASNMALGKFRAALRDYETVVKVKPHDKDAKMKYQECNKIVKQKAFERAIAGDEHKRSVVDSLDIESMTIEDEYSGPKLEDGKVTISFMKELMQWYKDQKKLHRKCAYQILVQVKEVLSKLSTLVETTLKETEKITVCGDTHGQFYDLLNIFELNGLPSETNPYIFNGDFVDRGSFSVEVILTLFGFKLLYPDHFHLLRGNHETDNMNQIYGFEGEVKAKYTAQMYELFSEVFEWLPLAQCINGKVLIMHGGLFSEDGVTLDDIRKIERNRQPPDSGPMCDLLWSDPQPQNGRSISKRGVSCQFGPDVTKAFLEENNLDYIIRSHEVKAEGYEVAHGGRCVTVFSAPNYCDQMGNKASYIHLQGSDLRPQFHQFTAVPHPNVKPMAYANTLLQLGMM
AHR act: human AHR activation; P35869; actives 2.5% (n = 320,000); AHR-responsive luciferase reporter cells, luminescence; activation, % at 5 µM; AID 2796; in the data active means activation above about 47%;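 further: 0% = vehicle wells and 100% = reference agonist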
proCasp7 act: activates human procaspase-7, counter-screen for procaspase-3 activators; P55210; recombinant procaspase-7, Ac-DEVD-pNA absorbance 405 nm; D23A/D198A/D206A triple mutant, cannot self-cleave; scale: DMSO 0, 5 µM enzyme 100; activation, % at 8.5 µM; actives 0.093% (n = 330,000);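 active means percent activation above the screen-wide mean plus 3 SD, cut at about 25% in these data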
Target sequence (P55210 whole entry D23A/D198A/D206A): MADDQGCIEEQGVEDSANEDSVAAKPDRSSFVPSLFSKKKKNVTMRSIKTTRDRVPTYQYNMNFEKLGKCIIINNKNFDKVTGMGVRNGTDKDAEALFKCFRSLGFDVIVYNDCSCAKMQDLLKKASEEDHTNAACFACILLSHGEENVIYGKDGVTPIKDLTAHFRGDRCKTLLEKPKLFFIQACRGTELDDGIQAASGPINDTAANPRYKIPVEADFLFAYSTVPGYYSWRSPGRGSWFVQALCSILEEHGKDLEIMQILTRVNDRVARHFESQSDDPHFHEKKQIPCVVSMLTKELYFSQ
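System: Uncleavable procaspase-7 mutant enzyme; Amount: 2 µM procaspase-7 mutant as dispensed; Schedule: 1 h compound preincubation, 2 h substrate cleavage, 25 °C; Measured by: 405 nm absorbance of p-nitroaniline; Evaluation: percent activation from buffer-corrected 0–120 min absorbance change; Control set: low DMSO alone, high DMSO plus 5 µM PC-7.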
TPT1 inhibitor: inhibitors of Candida albicans tRNA 2'-phosphotransferase TPT1; recombinant caTPT1, FP RNA substrate dephosphorylation; inhibition, % at 5 µM; actives 0.81% (n = 300,000); AID 1962;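 active means inhibition above the mean of all tested compounds plus 3 SD, set per screening campaign, cut at about 24% in these data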;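 further: plate controls were DMSO alone for no effect and ferristatin control at 100 nM for full effect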
PP1 counter: counter-screen for PP5 inhibitors: inhibitors of human PP1-alpha. P62136. purified PP1alpha, OMFP fluorescence. inhibition, % at 6.7 µM. actives 0.9% (n = 320,000). AID 2235;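 active means inhibition above the mean inhibition of all tested compounds plus 3 SD, computed separately for each screening campaign, cut at about 15% in these data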
CTSL1 counter: blocks F. hepatica cathepsin L1 in PFM18AAP counter-screen. recombinant F. hepatica cathepsin L1, Z-Leu-Arg-MCA fluorescence. inhibition, % at 5.96 µM. actives 0.49% (n = 300,000);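 active means inhibition above the mean of all tested compounds plus 3 SD, set per screening campaign, cut at about 17% in these data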;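 further: 0% = plate median of test compound wells and 100% = 1 µM Z-Phe-Ala-diazomethylketone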
core dimer inh: HCV core protein dimerization inhibition. TR-FRET GST/Flag-core106 dimerization, 1536-well. inhibition, % at 5 µM. actives 0.33% (n = 300,000);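 active means inhibition above the mean of all tested compounds plus 3 SD, set per screening campaign, cut at about 45% in these data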
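System – GST-tagged and Flag-tagged HCV core protein residues 1-106 · Repeats – one well for each compound · Technique – TR-FRET 671 and 617 nm emission · Doses – one concentration, 5 µM, in 0.5% DMSO · Times – 4 h, 22.5 °C incubation · Also added – Eu donor and XL665 acceptor anti-tag antibodies · Measure – percent inhibition of core106 dimerization signal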
PAFAH2 FP inh: PAFAH2 (human) inhibition. Q99487. inhibition, % at 3.39 µM. actives 0.99% (n = 340,000). AID 492956. recombinant PAFAH2, FP-rhodamine activity probe, fluorescence polarization;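 active means inhibition above the mean over all tested compounds plus 3 SD, cut at about 30% in these data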;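 further: inhibitors block probe labeling of enzyme so polarization drops; 0% = enzyme with DMSO and 100% = wells lacking PAFAH2 protein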
Starred values were filed as active, the others as inactive; . = no result given. Random draw from the library; any-hit rate near 5.6%.

SMILES | proCasp3 act | PP5 primary | AHR act | proCasp7 act | TPT1 inhibitor | PP1 counter | CTSL1 counter | core dimer inh | PAFAH2 FP inh
C#CCOCCOCCOCCNc1nc(N2CCOCC2)nc(N2CCN(C(=O)[C@H]([C@@H](C)CC)n3cc([C@@H](N)Cc4ccc(O)cc4)nn3)CC2)n1 | -3 | 2.2 | -1 | 0 | 2 | -2 | -3 | 4 | -4
COc1cccc(CN(C)CC(=O)NC(=O)NCc2ccccc2)c1 | 6 | 2.2 | 4 | 5 | 1 | 0 | 0 | -6 | 4
CC(C)Cn1c(N)c(C=O)c(=O)n(C)c1=O | -2 | -1.9 | 1 | 6 | -1 | -2 | -2 | 0 | 14
O=C(COC(=O)c1cccc(N2C(=O)c3ccccc3C2=O)c1)Nc1ccccc1 | 5 | 2.9 | 0 | 6 | 3 | -1 | -1 | -1 | 70*
COc1cc(C)nc(NS(=O)(=O)c2ccccc2Cl)n1 | 3 | 2.5 | 10 | 14 | 0 | -5 | 1 | -5 | 2
Cc1ccc(OCc2ccc(C(=O)NNC(=S)NCC3CCCO3)o2)c([N+](=O)[O-])c1 (stereo not given) | -1 | 2.2 | 6 | -15 | 1 | -9 | -7 | 7 | 0
COc1cc(NC(=O)CN2C(=O)CN(C)C2=O)c(C)cc1[N+](=O)[O-] | 3 | -0.3 | 0 | 6 | -1 | -1 | 7 | 2 | -2
O=C(c1cccc(F)c1)N1CCC(O)(c2cccnc2)CC1 | 0 | 3.9 | 2 | 1 | 0 | 0 | -2 | -1 | -5
C=CCC(Nc1ccccc1)C12C=CC(O1)C(C(=O)OC)=C2C(=O)OC (stereo not given) | 2 | 2.1 | 0 | 9 | -4 | -1 | -1 | 2 | 15
OCCN1CCN(Cc2nc(-c3cccc(Cl)c3)no2)CC1 | 4 | 2.3 | 10 | 6 | 1 | 0 | 6 | 12 | -9
CCN(CC)CCNC(=O)c1ccc(NC(=O)c2cccc(S(=O)(=O)N3c4ccccc4CC3C)c2)cc1 (stereo not given) | 6 | 1.5 | 4 | 11 | -2 | -3 | 4 | 0 | -2
CCSc1ccccc1C(=O)N1CCCC1 | 6 | -0.6 | 1 | 6 | -1 | -3 | -4 | -2 | -6
O=C(c1cc(COc2c(F)cccc2F)on1)N1CCN(C2CCCCC2)CC1 | 7 | 1.2 | -2 | -1 | 4 | 2 | -4 | 7 | 0
CC(=O)N(c1nc(/C=C\C(=O)O)cs1)c1ccccc1F | 2 | 0.9 | 7 | 0 | -3 | -1 | 4 | -2 | 7
COc1cc(CN2CCNC(=O)C2CC(=O)N2CCCCO2)cc(OC)c1 (stereo not given) | 3 | 2.8 | 0 | 9 | 1 | 0 | -4 | -5 | 4

Limited to PP5 primary, TPT1 inhibitor and PP1 counter, for four of the compounds above:
SMILES,PP5 primary,TPT1 inhibitor,PP1 counter
CC(C)Cn1c(N)c(C=O)c(=O)n(C)c1=O,-1.9,-1,-2
O=C(COC(=O)c1cccc(N2C(=O)c3ccccc3C2=O)c1)Nc1ccccc1,2.9,3,-1
COc1cc(C)nc(NS(=O)(=O)c2ccccc2Cl)n1,2.5,0,-5
Cc1ccc(OCc2ccc(C(=O)NNC(=S)NCC3CCCO3)o2)c([N+](=O)[O-])c1 (stereo not given),2.2,1,-9

Going on with the list:
SMILES | proCasp3 act | PP5 primary | AHR act | proCasp7 act | TPT1 inhibitor | PP1 counter | CTSL1 counter | core dimer inh | PAFAH2 FP inh
CN1CCN(/N=C/c2ccc(-c3ccc([N+](=O)[O-])cc3Cl)o2)CC1 | -12 | -1.6 | 27 | -14 | 30* | -1 | -4 | -7 | 11
CCOC(=O)N1CCC(NC(=O)C(NS(=O)(=O)c2ccc3c(c2)CCN3C(=O)CC)C(C)C)CC1 (stereo not given) | -9 | -1.0 | 0 | -4 | 2 | -3 | 1 | 1 | -2
Cc1cc(C)cc(NC(=O)CC2NCCNC2=O)c1 (stereo not given) | 4 | 0.6 | 2 | 11 | -1 | -1 | -2 | 3 | 0
CCOC(=O)c1sc2ncn(CC(=O)N(CC)CC)c(=O)c2c1C | 1 | 2.0 | -6 | -1 | 2 | 7 | -1 | -2 | -3
CN1CCN(/N=C/c2nc(-c3ccccc3)n3ccccc23)CC1 | 4 | 3.4 | 102* | -8 | -1 | 2 | 2 | -17 | 1
COC(=O)c1ccccc1Oc1ccc(NC(=O)C(C)(C)CCl)cc1 | -4 | -0.8 | 3 | 3 | 3 | 10 | 6 | -2 | 12
O=C(CN(CCN1CCOCC1)C(=O)Cn1nnc(-c2ccc(F)cc2)n1)NC1CCCCC1 | -5 | 4.0 | 0 | 5 | 4 | -4 | 0 | -2 | 7
COc1cccc(CNC(=O)c2cc(S(=O)(=O)N3CCCC3)cn2C)c1 | 6 | -1.7 | -1 | 5 | -1 | 1 | -1 | 46 | -2
O=C(NCCCc1ccccc1)c1ccc([N+](=O)[O-])cc1Cl | 1 | -1.7 | 3 | -5 | 2 | 0 | -3 | 0 | 6
Cc1ccc(CSCC(=O)NCc2cccnc2)cc1 | -3 | 3.2 | 15 | -10 | 0 | -1 | -3 | -5 | -10
COC(=O)c1[nH]c2ccccc2c1NC(=O)Oc1ccccc1 | -15 | -5.0 | 95* | -11 | 0 | -8 | -7 | -8 | -2
NC(=O)NCc1cccs1 | -2 | -0.9 | -1 | -7 | -6 | 0 | 0 | 0 | 17
Cc1ccc(NS(=O)(=O)c2cccc3cccnc23)c(Br)c1 | 2 | 4.1 | 13 | 0 | -9 | 8 | -6 | -9 | -4
Cc1ccc(OCCSc2nnc(-c3ccncc3)n2C)cc1 | 0 | 1.3 | -4 | 3 | -2 | 3 | 2 | -1 | -1
CCC(=O)Nc1ccc(Cl)c(NC(=S)NC(=O)c2ccco2)c1 | -4 | 3.1 | 34 | 9 | 0 | 1 | 0 | -4 | 7
O=S(=O)(NN=C1CCCCCC1)c1ccc(Cl)cc1 | 8 | 1.6 | 0 | -6 | -3 | -2 | -1 | -3 | 7
O=C(NCc1ccccn1)C(=O)Nc1nc(C23CC4CC(CC(C4)C2)C3)cs1 | 2 | 0.9 | -1 | 5 | -2 | 14 | 2 | 4 | 20
O=C(CC1C(=O)NCCN1Cc1cccc(F)c1)NC1CCCCC1 (stereo not given) | 1 | -0.6 | 0 | 6 | -4 | -1 | 5 | 8 | 5
COC(=O)Cn1cnc2c(nnn2-c2ccc(F)cc2)c1=O | 12 | -0.8 | -4 | 1 | 0 | -4 | 6 | 16 | 2
CC(NC(=O)c1ccccc1NC(=O)c1ccco1)c1ccccc1 (stereo not given) | 8 | 0.3 | 0 | -2 | 1 | 4 | -1 | -1 | 0
Cc1cc(Br)ccc1SCC(=O)N1CCN(S(=O)(=O)c2ccccc2)CC1 | 2 | 4.9 | 4 | 5 | 3 | 7 | 1 | 8 | 5
CCN(C(=O)c1cc2cc3ccc(C)cc3nc2o1)c1ccc(OC)cc1 | 6 | 3.6 | -9 | 3 | -6 | 8 | -2 | 16 | -1
O=C(CN1C(=O)NC2(CCCCC2)C1=O)NCCc1c[nH]c2ccccc12 | 4 | -1.1 | 10 | 1 | -4 | -4 | 0 | 0 | 1
O=C1[C@H]2[C@@H](C3CC3)N3C(=O)CN(CC4CC4)C(=O)[C@@]3(Cc3ccccc3)[C@H]2C(=O)N1c1ccccc1 | -5 | . | 2 | 10 | . | . | . | . | -7
CCOC(=O)c1c(NC(=O)C(C)N2CCN(S(=O)(=O)c3cccs3)CC2)sc2c1CCC(C)C2 (stereo not given) | 8 | 1.3 | 2 | 2 | -1 | -1 | -1 | -3 | -1
COc1cccc(C(=O)Nc2ccc(N(C)C)cc2)c1OC | 6 | -1.2 | 38 | -6 | 5 | -5 | 2 | -3 | -5
CCOc1ccc(S(=O)(=O)NCCC(=O)NCC(c2ccc(F)cc2)N2CCOCC2)cc1 (stereo not given) | -3 | -3.3 | 2 | 23 | 4 | -2 | 18* | -2 | -9
CCSc1nnc(Cn2c(=O)sc3ccccc32)n1C | 4 | 2.6 | 1 | 9 | 1 | -4 | -1 | -6 | -2
Cc1nn(CC(=O)NCCc2ccccc2)c(=O)c2cccn12 | -6 | 0.2 | 1 | -4 | 4 | -2 | 2 | -4 | 0
O=C(CN1C(=O)c2ccccc2C1=O)NN1C(=O)c2ccccc2C1=O | 4 | 1.1 | 0 | -5 | 0 | 3 | -3 | -4 | -7
COCc1nnc(NC(=O)CCS(=O)(=O)c2ccccc2)s1 | -7 | 0.0 | 2 | 3 | 2 | -2 | -3 | -14 | 6
COc1ccc2nc(SCC(=O)Nc3cc(OC)c(OC)cc3C(=O)O)c(C)cc2c1 | 1 | -1.2 | 9 | 3 | 0 | 1 | 0 | 6 | 9
COc1cc(SC)ccc1C(=O)OCc1nc2ccsc2c(=O)[nH]1 | -3 | -0.4 | -1 | 0 | 3 | -2 | 0 | 2 | 2
Cc1ccc(/C=C/C(=O)OCC(=O)Nc2cccnc2Cl)cc1 | 7 | 0.7 | 0 | 0 | . | -2 | . | . | 30*
CCCCCCC(=O)NC(Nc1ccc(S(N)(=O)=O)cc1)C(Cl)(Cl)Cl (stereo not given) | -5 | 1.4 | -1 | 9 | 4 | -1 | 5 | 2 | 2
Cc1ccc(S(=O)(=O)N2CCC(C(=O)N[C@H](C(=O)NCC3CCCO3)C(C)C)CC2)cc1 (stereo not given in full) | -2 | 1.1 | 3 | -1 | 2 | -1 | -2 | 0 | 8
CN1C(=O)CC[C@H]1c1cccnc1 | 4 | -1.4 | -4 | -4 | -2 | -1 | -5 | -1 | .
CCC(Sc1nc2ccccc2s1)C(=O)Nc1nnc(C)s1 (stereo not given) | 3 | 1.8 | 11 | 2 | -5 | -3 | -7 | 4 | -1
C=CCn1c(SCC(=O)Nc2nnc(C)s2)nnc1-c1cccnc1 | 8 | -0.7 | 1 | 11 | -4 | -2 | -1 | 11 | -3
CN(C)S(=O)(=O)c1ccc(NC(=O)COc2ncnc3c2cnn3-c2ccccc2)cc1 | 9 | 2.0 | 5 | 6 | 0 | 4 | -2 | 8 | -3
CC(C)N(C(=O)c1sc2cc([N+](=O)[O-])ccc2c1Cl)C(C)C | 0 | 0.5 | 0 | -5 | 0 | 1 | 2 | 1 | 1
CC(=O)c1cccc(NC(=O)C2CC(=O)N(C3CCCC3)C2)c1 (stereo not given) | -1 | . | 0 | 3 | . | . | . | . | -2
C=CCOc1c(Br)cc(CNc2ccc(NC(=O)C(C)C)c(OC)c2)cc1OC | -1 | 3.7 | 39 | -6 | 18 | 0 | -2 | 7 | 7
CC(/C=N/NC(=O)c1nn(C)c(C)c1Br)=C\c1ccccc1 | -2 | -0.4 | -5 | 0 | 0 | -2 | 4 | 5 | 1
O=C(NCCC1=CCCCC1)NC12CC3CC(CC(C3)C1)C2 | -2 | 5.0 | 17 | -2 | -2 | -2 | 0 | 7 | 8
